# Bioassay records deposited in PubChem BioAssay by Broad Institute.
# Cneo AK release: causes C. neoformans cell lysis | adenylate kinase release luminescence, 4 h; normalised: neutral wells 0, clomiphene wells 100 | lysis activity, % at 15 µM | 0.2% of 360,000 active | AID 651654;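 active = mean lysis activity across replicates of at least 80%, whatever share of replicates individually reach that level; inactive = mean lysis activity below 80%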
#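 Material – log-phase Cryptococcus neoformans yeast cells · Input – 5 × 10^6 yeast cells/mL · Medium – fresh YPD growth medium · Doses – single compound concentration per well · Timing – static 4 h at 37 °C with compound, 1 h detection · Detection – adenylate kinase release luminescence · Read-out – signal increase indicating cell lysis · Control set – Clomiphene as positive lysis control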
# FN deposit inh: fibronectin deposition inhibition. AH1F fibroblasts, Alexa488-fibronectin deposition fluorescence, overnight. inhibition, % at 12.6 µM. 0.086% of 350,000 active. AID 743247;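 active = mean inhibition across replicates of 30% or more, regardless of how many single replicates reach that level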;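 also: positive control wells lacked labelled fibronectin entirely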
#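 Assay system: AH1F fibroblast monolayer, labelled fibronectin deposition. Amount: 10000 cells per well. Also added: labelled fibronectin 24 nM. Compound: single-point pinned compound. Incubation: cell attachment 1 h, compound and FN exposure overnight. Detection: fluorescence after three HBSS washes, excitation 485 nm, emission 525 nm. Read-out: inhibition of fibronectin deposition signal.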
# Casp6 inh: caspase-6 (human) enzyme inhibition; P55212; AID 686996; 0.53% of 350,000 active; inhibition, % at 12.5 µM; purified caspase-6, Z-VEID-R110 cleavage fluorescence;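 active = mean inhibition across replicates at least about 35%, with every replicate also reaching that limit, limit read from the data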;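 also: 0% = median of neutral control wells and 100% = no fluorescence left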
# Target sequence (P55212 24-179 limits assumed): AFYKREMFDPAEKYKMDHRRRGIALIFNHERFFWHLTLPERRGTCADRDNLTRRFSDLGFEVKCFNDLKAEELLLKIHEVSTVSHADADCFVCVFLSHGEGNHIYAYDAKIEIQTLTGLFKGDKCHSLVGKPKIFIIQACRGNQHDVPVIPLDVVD
# Target sequence (P55212 194-293 limits assumed): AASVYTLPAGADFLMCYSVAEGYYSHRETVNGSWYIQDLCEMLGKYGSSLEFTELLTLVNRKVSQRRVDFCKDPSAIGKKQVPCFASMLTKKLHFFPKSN
# PGC1a acetyl inh: lowers PGC1a acetylation signal in U2OS cells; inhibition, % at 15.6 µM; AlphaScreen anti-acetyl-lysine; with virally co-expressed GCN5 acetyltransferase; 0.17% of 350,000 active;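 active = every replicate shows inhibition of at least 40%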;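 also: 0% = neutral control wells and 100% = positive control wells; some results beyond the cut were filed as inactive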
# LGR2 antag: inhibitors of bursicon-induced Drosophila LGR2 receptor cAMP signaling; inhibition, % at 9.99 µM; HEK293 LGR2, CRE-luciferase, bursicon-stimulated, 4 h; 0.35% of 380,000 active; AID 720647;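 active = drop in luminescence signal, shown as inhibition above about 50% in the replicate tests, limit read from the data, passing the limit was not always enough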;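 also: agonist challenge used bursicon conditioned medium at about half maximal strength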
# miR-122 sensor: blocks miR-122 activity in Huh7 sensor cells | Huh7 miR-122 Renilla luciferase sensor, 48 h; neutral wells = 0, positive control = 100 | activation (reporter increase), % at 12.5 µM | 0.3% of 340,000 active;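 active = mean replicate activation score at least 90 and every replicate individually at or above 90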;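 also: higher luciferase means less miR-122 activity so hits act as miR-122 inhibitors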
# PAX8 reporter: PAX8 transcriptional activity inhibition. RMG-I TPO-luciferase reporter, SteadyGlo, 24 h. inhibition, % at 12.6 µM. 1.2% of 360,000 active. AID 652154;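 active = mean replicate inhibition at least 60% with every replicate also reaching 60%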;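 also: luciferase light reporting Pax8 driven TPO promoter activity; plate controls were median of neutral control wells for no effect and mitoxantrone controls for full effect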
# EWS-Fli inh: inhibitors of EWS/Fli oncoprotein transcriptional activity. A673 NR0B1-luciferase reporter, viability-normalised. inhibition, % at 12.6 µM. 0.67% of 350,000 active. AID 651661;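 active = mean inhibition of at least 50% after viability correction, with every replicate also passing that limit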;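 also: firefly luciferase signal divided by Alamar Blue viability fluorescence both relative to DMSO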
# * hit, by the source's call; · = not tested or not shown; & = joins results of further samples; [ ] = remark or other dose.
# Sample of the layout:
no. | structure | Cneo AK release | EWS-Fli inh | FN deposit inh | Casp6 inh | miR-122 sensor | PGC1a acetyl inh | PAX8 reporter | LGR2 antag
1 | CNC(=O)C1CCN(S(=O)(=O)c2c(C)noc2/C=C/c2cccc(OC)c2)CC1 | 2 | -4 | 24 | -3 | 1 | 0 | 3 | -10
2 | CC(CCc1ccc(O)cc1)NCCc1ccc(O)c(O)c1 (centres undefined) | 3 | 2 | 3 | 21 | 0 | -2 | 13 | -7

# Results, from the first entry:
no. | structure | Cneo AK release | EWS-Fli inh | FN deposit inh | Casp6 inh | miR-122 sensor | PGC1a acetyl inh | PAX8 reporter | LGR2 antag
1 | CNC(=O)C1CCN(S(=O)(=O)c2c(C)noc2/C=C/c2cccc(OC)c2)CC1 | 2 | -4 | 24 | -3 | 1 | 0 | 3 | -10
2 | CC(CCc1ccc(O)cc1)NCCc1ccc(O)c(O)c1 (centres undefined) | 3 | 2 | 3 | 21 | 0 | -2 | 13 | -7
3 | CCOc1ccc(-c2c(C)sc3nc[nH]c(=O)c23)cc1 | 1 | 1 | -4 | -1 | -16 | -5 | 31 | 1
4 | Cc1ccc(N=Nc2c(N)[nH]n3c(=O)cc(C)nc23)cc1 | -2 | -5 | -14 | 1 | -15 | 8 | 10 | 1
5 | O=C(O)C[C@H]1c2cc(F)ccc2S(=O)(=O)N1C1CCCC1 | -3 | -9 | -8 | 1 | · | · | -5 | -3
6 | CSCc1ccc(C(=O)N2CCCC(Nc3ccc4c(c3)OCCO4)C2)o1 (centres undefined) | -4 | -7 | 10 | -3 | -4 | -3 | 26 | -2
7 | O=C(N[C@H](Cc1ccccc1)C(=O)N1CCN(CC(=O)N2CCCC2)CC1)[C@H]1O[C@@H](n2ccc(=O)[nH]c2=O)[C@H](O)[C@@H]1O | · | -11 | -2 | -4 | · | · | -12 | -5
8 | Cc1ccc(S(=O)(=O)Nc2ccc3c(c2)C(=O)N([C@H](C)CO)C[C@H](C)[C@@H](CN(C)C(=O)CCC(F)(F)F)OCCCC[C@@H](C)O3)cc1 | -2 | -16 | -5 | 0 | 6[16.7 µM] | 5 | -19 | 3
9 | O=C(C[C@H]1C=C[C@@H](NC(=O)CC2CC2)[C@@H](CO)O1)NCc1ccc(Cl)cc1 | -1 | 2 | · | 1 | · | -7 | -1 | 5
10 | N#CCCN(C(=O)COC(=O)COc1ccc(Cl)cc1)c1ccccc1 | · | 4 | · | 3 | · | · | -8 | 4
11 | CNC(=S)N/N=C(\C)c1cccc(C(F)(F)F)c1 | · | 16 | 4 | -2 | · | 0 | -17 | -18
12 | CN(C)CCCNC(=O)c1cc(C(=O)c2c(Cl)cccc2Cl)c[nH]1 | -2 | 6 | 0 | -2 | 17 | -2 | 7 | 10
13 | Cc1ccc(S(=O)(=O)N2CCCCC2)cc1NC(=S)NC(=O)c1ccco1 | -1 | 0 | -2 | -2 | 6 | 3 | 22 | 9
14 | Cc1ccc(NC(=O)N2CCC(NC(=O)c3cccc(F)c3)CC2)cc1 | -4 | -7 | -2 | -4 | -1 | 11 | 3 | -24
15 | CCCCn1c2nc3ccccc3nc2c2c(=O)n(C(C)CC)cnc21 (centres undefined) | 2 | · | 1 | · | 1 | 0 | · | -2
16 | COc1ccc(-c2cc(-c3cccs3)nc3sc(C#N)c(N)c23)cc1 | · | 3 | -3 | 1 | · | · | 18 | -18
17 | CC(NC(=O)CNC(=O)c1ccccc1Br)c1cccs1 (centres undefined) | 2 | -4 | -5 | 0 | -6 | 7 | 8 | 4
18 | C[C@H]1CCCCO[C@H](CN(C)Cc2ccccc2)[C@@H](C)CN([C@@H](C)CO)C(=O)c2cc(NC(=O)Cc3ccccc3)ccc2O1 | 4 | 7 | 1 | -1 | 6[16.7 µM] | -13 | -29 | -3
19 | C[N+]1(CC(=O)OCCCC2CCCCC2)CCCC1 | · | -2 | · | -2 | · | · | -5 | 34
20 | Cc1cccc(N2C(=O)C3C(c4ccccc4)OC4(C(=O)c5ccccc5C4=O)C3C2=O)c1 (centres undefined) | -2 | · | 8&-5 | · | 1 | -16 | · | ·
21 | CCOc1cccc(C2C(C(=O)c3ccc(C)o3)=C(O)C(=O)N2Cc2ccccc2)c1 (centres undefined) | -1 | · | · | 0 | 3 | · | 8 | -6
22 | NCCNC(=O)Cc1ccc(NC(=O)Cc2ccc(Nc3ncnc4c3ncn4[C@@H]3O[C@H](CO)[C@@H](O)[C@H]3O)cc2)cc1 | -3 | -12 | 8 | 3 | -1 | 7 | 7 | -16
23 | COc1ccc(NC(=O)Nc2ccc3c(c2)C(=O)N([C@H](C)CO)C[C@@H](C)[C@@H](CN(C)C(=O)NC2CCCCC2)OCCCC[C@@H](C)O3)cc1 | · | 5 | · | -1 | · | 0 | 21 | 14
24 | COc1ccc(/C=C/C(=O)Oc2ccc(C=O)cc2OC)cc1 | · | 14 | -4 | 7 | · | 5 | -146 | 15
25 | CCCC(=O)NC(=S)Nc1cccc(NC(=O)c2ccc(Cl)cc2Cl)c1 | -4 | · | · | · | -7 | 13 | · | -15

# 5 of these compounds in another layout:
20: Cc1cccc(N2C(=O)C3C(c4ccccc4)OC4(C(=O)c5ccccc5C4=O)C3C2=O)c1 (centres undefined)
11: CNC(=S)N/N=C(\C)c1cccc(C(F)(F)F)c1
25: CCCC(=O)NC(=S)Nc1cccc(NC(=O)c2ccc(Cl)cc2Cl)c1
19: C[N+]1(CC(=O)OCCCC2CCCCC2)CCCC1
15: CCCCn1c2nc3ccccc3nc2c2c(=O)n(C(C)CC)cnc21 (centres undefined)

assay / entry | 20 | 11 | 25 | 19 | 15
Cneo AK release | -2 | · | -4 | · | 2
EWS-Fli inh | · | 16 | · | -2 | ·
FN deposit inh | 8&-5 | 4 | · | · | 1
Casp6 inh | · | -2 | · | -2 | ·
miR-122 sensor | 1 | · | -7 | · | 1
PGC1a acetyl inh | -16 | 0 | 13 | · | 0
PAX8 reporter | · | -17 | · | -5 | ·
LGR2 antag | · | -18 | -15 | 34 | -2

# Next structures.
no. | structure | Cneo AK release | EWS-Fli inh | FN deposit inh | Casp6 inh | miR-122 sensor | PGC1a acetyl inh | PAX8 reporter | LGR2 antag
26 | COC(=O)Cn1c2c(c3cc(C)ccc31)CCCC2NC(C)c1ccccc1 (centres undefined) | · | -1 | -10 | -2 | · | · | -15 | 7
27 | C[C@H]1CCCCO[C@H](CN(C)S(=O)(=O)c2ccccc2)[C@@H](C)CN([C@@H](C)CO)C(=O)c2cc(NS(C)(=O)=O)ccc2O1 | 51 | 3 | · | 0 | 9[16.7 µM] | 2 | 7 | -1
28 | C[C@@H]1CN([C@H](C)CO)C(=O)CCCn2nncc2CO[C@H]1CN(C)C(=O)C1CCCCC1 | 1&0 | 5&-1 | -2&-5 | 2&1 | -3 | -12&1 | -1&2 | ·
29 | Nc1c(C(=O)O)sc2nc(-c3ccccc3)cc(-c3ccccc3)c12 | · | 7 | -2 | 5 | -8 | -6 | 4 | -7
30 | CS(=O)(=O)N(Cc1ccccc1)c1ccc(C(=O)Nc2ccccc2C(=O)O)cc1 | 0 | 15 | 0 | 1 | -4 | -10 | -11 | 8
31 | C=C(C)CN(CC)C(=O)CSc1nc2ncc(Cl)cc2[nH]1 | 1 | · | -6 | · | -7 | 21 | -21 | ·
32 | CCOC(=O)c1c(NC(=O)COC(=O)c2ccc(S(=O)(=O)C(F)F)cc2)sc(C(=O)N(C)C)c1C | 3 | -6 | -2 | -1 | 1 | 7 | -23 | 27
33 | N#Cc1ccc(S(=O)(=O)N2CCN(CC(=O)Nc3ccccc3C(=O)NC3CC3)CC2)cc1 | 0 | 2 | 2 | -1 | -9 | -9 | 7 | -9
34 | Cc1nnc(NC(=O)Cn2c(=O)sc3ccccc32)s1 | 1 | 2 | -2 | 0 | 2 | -3 | 7 | -2
35 | COc1ccc(C=C2C(=O)c3ccccc3C2=O)cc1O | -1 | 4 | -3 | 7 | -2 | 4 | 5 | -21
36 | O=C(COC(=O)c1cccc(S(=O)(=O)NCc2ccccc2)c1)NCC1CCCO1 (centres undefined) | 3 | 2 | 10 | 1 | 3 | -4 | 6 | ·
37 | COc1ccc(Cn2ccnc2)cc1[N+](=O)[O-] | · | -3 | · | -2 | · | · | -1 | -23
38 | O=C(CCCCCNC(=O)c1ccccc1)N/N=C/c1ccco1 | 1 | -8 | -6 | 6 | -3 | 8 | 9 | 6
39 | COc1ccc(NC(=O)Nc2ccc3c(c2)C(=O)N([C@@H](C)CO)C[C@H](C)[C@@H](CN(C)S(=O)(=O)c2ccc(Cl)cc2)OCCCC[C@H](C)O3)cc1 | -16 | 22 | -5 | 1 | -3[16.7 µM] | -11 | -1 | -21
40 | C[C@@H]1CN([C@H](C)CO)C(=O)c2cc(NS(=O)(=O)c3cccs3)ccc2O[C@H]1CN(C)Cc1ccc(C(=O)O)cc1 | -2 | -12 | -2 | 1 | -2[16.7 µM] | -2 | · | 1
41 | CCc1nc(SCC(=O)N2CCC(C)CC2)c2c(=O)n(C)c(=O)n(C)c2n1 | 2 | 5 | 0 | -1 | -3 | 3 | 14 | 13
42 | COCC(=O)Nc1nc(-c2ccc([N+](=O)[O-])cc2)cs1 | 0 | -9 | 0 | -2 | -5 | · | -31 | -3
43 | Cc1cccc(-n2c(O)c(C=Nc3c(C)n(C)n(-c4ccccc4)c3=O)c3ccccc3c2=O)n1 | 1&-1 | 5 | 10 | -3 | -8&1 | -2&-3 | 0 | -6
44 | C[C@@H]1CN([C@@H](C)CO)C(=O)c2cc(NC(=O)c3ccccc3)ccc2O[C@@H](C)CCCCO[C@@H]1CN(C)C(=O)c1ccncc1 | 8 | · | · | -2 | -3[16.7 µM] | 3 | 3 | 0
45 | NNC(=O)CN1C(CN2CCOCC2)=Nc2ccc(Br)cc2C1c1ccccc1 (centres undefined) | · | 7 | -5 | -1 | -7 | 7 | 17 | -12
46 | C[C@@H]1CN([C@H](C)CO)S(=O)(=O)c2ccc(C#C[C@@H](C)O)cc2O[C@H]1CN(C)C(=O)Nc1ccccc1 | -2 | -4 | -28 | 0 | 0[16.7 µM] | -3 | -7 | 7
47 | Cc1cccc(N2CCN(C(=O)c3ccc4nccnc4c3)CC2C)c1 (centres undefined) | -1 | 0 | 9 | 5 | -5 | 3 | 27 | ·
48 | CCNC(=O)C[C@H]1CC[C@@H]2[C@@H](COc3ccc(NC(=O)c4cccc(C(F)(F)F)c4)cc3C(=O)N2C)O1 | -4 | -3 | -18 | · | -53[16.7 µM] | -8 | -1 | 12
49 | CCNC(=O)C[C@@H]1C=C[C@H](NS(=O)(=O)c2ccc(C)cc2)[C@@H](CO)O1 | 0 | -3 | 1 | 0 | · | -15 | -9 | 2
50 | COc1ccccc1-c1noc(CCCC(=O)N2CCOCC2)n1 | -2 | -6 | 4 | 1 | 1 | 10 | -27 | 19
